Bioassay records from PubChem BioAssay.
FLuc counter: qHTS profiling assay for firefly luciferase inhibitor/activator using purifed enzyme and Km concentrations of substrates (counterscreen for miR-21 project); Luciferin 4-monooxygenase (Photinus pyralis), P08659; purified FLuc, Km substrates, luminescence inhibition; Potency, µM (titrated, usually from 57.5 µM), for inactives: at the top dose activity change, negative = inhibition, most hits filed as inhibitors; 6.9% of 360,000 active; AID 588342, 2011;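 also: potency is read from the fitted curve at half-maximal effect; plate controls were vehicle for no effect and reference inhibitor for full effect; nearly all actives have a fitted effect of over 55% in size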
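Biochemical qHTS of compounds, final roughly 60 µM downward over six points, against 10 nM purified firefly luciferase using Km concentrations of substrates (10 uM D-luciferin, 10 uM ATP) in Tris acetate pH 7.5 buffer; luminescence output.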
ELG1 genotoxic: qHTS screen for small molecules that induce genotoxicity in human embryonic kidney (HEK293T) cells expressing luciferase-tagged ELG1 | Potency, µM (series often up to 46 µM), for inactives: at the top dose activity change, positive = activation, hits mostly activators | 1.3% of 330,000 active | AID 504466, 2011 | HEK293T ELG1-luciferase reporter, luminescence, 16 h; also: potency is read from the fitted curve at half-maximal effect; % of control where 0% means no effect; nearly all actives have a fitted effect of over 60% in size
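Screening used a luciferase reporter fused to human ELG1 in HEK293T cells. Luminescence was read on a CCD plate imager after 16 hr exposure and 30 min ONE-Glo incubation.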
p53 reactivator: qHTS assay for re-activators of p53 using a Luc reporter; Potency, µM (top dose mostly 92.2 µM), without a hit: at the top dose activity change, positive = activation, actives largely listed as activators; H1299 p53-A138V BP100-luciferase reporter, luminescence, 24 h; 0.063% of 320,000 active; AID 504706, 2011; also: potency is read from the fitted curve at half-maximal effect; % of control where 0% means no effect; nearly all actives have a fitted effect of over 45% in size
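p53-null H1299 cells stably carrying temperature-sensitive p53-A138V and a BP100-luciferase reporter were pinned with compounds (4-point, 1:5 series) and held 24 hrs at 37 deg C. Luminescence was read 10 min after detection reagent.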
Menin-MLL TR inh: qHTS Assay for Inhibitors Targeting the Menin-MLL Interaction in MLL Related Leukemias: Competition With Texas Red Labeled MLL-derived Mutant Peptide. O00255. Menin + Texas Red MLL mutant peptide, fluorescence polarization. Potency, µM (titrated, usually from 61.6 µM), for inactives: at the highest dose FP activity change, negative = inhibition, actives largely listed as inhibitors. 0.23% of 270,000 active; active = well fitted inhibition curve with a large enough effect in the polarisation, with a control signal flat, not every such curve was filed as active; inconclusive = small, poorly fitted or top-dose-only effect, or effect the other way, or a change in a side signal; inactive = no such curve, though single readings can be large or run the other way; the % refers to the polarisation; also: potency is read from the fitted curve at half-maximal effect; % of control where 0% means no effect; many of its hits are not listed in these tables
Target sequence (O00255 whole entry, looked up): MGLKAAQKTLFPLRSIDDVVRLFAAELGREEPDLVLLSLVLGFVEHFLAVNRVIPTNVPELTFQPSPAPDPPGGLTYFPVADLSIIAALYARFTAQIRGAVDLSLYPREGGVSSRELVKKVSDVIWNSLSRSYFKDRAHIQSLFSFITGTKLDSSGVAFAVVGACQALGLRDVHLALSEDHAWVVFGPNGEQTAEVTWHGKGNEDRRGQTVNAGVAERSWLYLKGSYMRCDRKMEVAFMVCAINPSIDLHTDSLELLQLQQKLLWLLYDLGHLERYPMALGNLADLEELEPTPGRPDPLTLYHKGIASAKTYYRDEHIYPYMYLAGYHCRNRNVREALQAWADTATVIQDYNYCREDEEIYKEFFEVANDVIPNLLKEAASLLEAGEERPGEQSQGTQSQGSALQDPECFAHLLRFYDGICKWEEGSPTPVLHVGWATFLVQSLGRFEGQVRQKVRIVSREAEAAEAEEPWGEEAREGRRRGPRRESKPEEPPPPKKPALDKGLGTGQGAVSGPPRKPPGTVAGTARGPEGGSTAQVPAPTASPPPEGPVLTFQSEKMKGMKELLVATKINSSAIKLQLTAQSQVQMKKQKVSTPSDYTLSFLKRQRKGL
BRCA1 expr up: qHTS Assay to Identify Small Molecule Activators of BRCA1 Expression; AID 624202, 2012; MCF7-BRCA1-FFLuc reporter, luminescence, 48 h; response scale: scaled: vehicle 0%, 10 µM genistein 100%; Potency, µM (series often up to 46.1 µM), without a hit: at the highest dose activation, usual class: activators; 1.1% of 380,000 active; also: potency is read from the fitted curve at half-maximal effect; nearly all actives have a fitted effect of over 80% in size; some results filed as inactive show a strong effect at the top dose
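MCF7-BRCA1-FFLuc cells, 2000/well in phenol-red-free MEM, attached 2 h then treated 48 h at 37 C. Luciferase luminescence read 15 min after reagent; normalized to genistein maximum activation (10microM) and DMSO, concentration-response fitted.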
NPC1 prom act: qHTS Assay for NPC1 Promoter Activators; AID 485313, 2010; Huh7 NPC1 promoter luciferase reporter, 24 h; Potency, µM (series often up to 9.22 µM), inactives show at the highest dose activation, most hits filed as activators; 2.4% of 320,000 active;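 also: potency is read from the fitted curve at half-maximal effect; % of control where 0% means no effect; nearly all actives have a fitted effect of over 60% in size; reporter is driven by a mutant NPC1 promoter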
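Quantitative HTS used a cell-based reporter: Huh7 cells stably bearing the NPC1 promoter upstream of luciferase were treated with compounds for 24 h, and promoter activation was read as luminescence.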
Rab9 prom act: qHTS Assay for Rab9 Promoter Activators | AID 485297, 2010 | Potency, µM (series often up to 9.22 µM), for the others: top-dose activation, negative = inhibition, most hits filed as activators | 2.8% of 320,000 active | Huh7 Rab9 promoter-luciferase reporter, luminescence, 24 h; also: potency is read from the fitted curve at half-maximal effect; % of control where 0% means no effect; nearly all actives have a fitted effect of over 60% in size
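Stable Rab9-luc Huh7, 1500 cells/well, 2 h settle; cmpd in DMSO, 24 h, 37 °C/5% CO2; luciferase reagent 10 min RT; luminescence.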
Giardia kill: Small Molecules that selectively kill Giardia lamblia: qHTS; activity change, % at 7.66 µM, hits read low; Giardia lamblia trophozoite viability; 0.15% of 340,000 active; in the data active = activity change below about -80%; inconclusive = between about -30% and that limit;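 also: parasites exposed to compound for two days anaerobically before the ATP read; % is scaled to controls: 0 for no effect and ±100 for the full control effect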
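Trophozoites 100 cells/well + cpd; 48 hrs, 37 deg C, anaerobic. ATPLite 1-Step added, 15-30 min RT, luminescence read (ATP-based viability).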
RORg inh: qHTS for inhibitors of ROR gamma transcriptional activity. Nuclear receptor ROR-gamma (Mus musculus), P51450. Drosophila S2 Gal4-RORgamma UAS-luciferase reporter, 20 h. Potency, µM (top dose mostly 53.6 µM), without a hit: at the highest dose activity change, negative = inhibition, most hits filed as inhibitors. 5.4% of 310,000 active. AID 2551, 2010; also: potency is read from the fitted curve at half-maximal effect; % is scaled to controls: 0 for no effect and ±100 for the full control effect; nearly all actives have a fitted effect of over 60% in size
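In this cell-based reporter format, copper sulfate (700 uM final) drives Gal4–ROR gamma fusion expression from a metallothionein promoter in Drosophila Schneider cells; compounds preincubated 1 hr, reporter read after 20 hr at ambient temperature.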
VP16 counter: VP16 counterscreen qHTS for inhibitors of ROR gamma transcriptional activity. Potency, µM (titrated, usually from 53.6 µM), for the others: at the highest dose activity, negative = inhibition, hits mostly inhibitors. Drosophila S2 Gal4-VP16 UAS-luciferase, luminescence, 20 h. 3.5% of 310,000 active;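 also: Gal4-VP16 expression switched on by copper sulfate through the metallothionein promoter; potency is read from the fitted curve at half-maximal effect; % is scaled to controls: 0 for no effect and ±100 for the full control effect; nearly all actives have a fitted effect of over 50% in size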
PKM2 act: qHTS Assay for Activators of Human Muscle isoform 2 Pyruvate Kinase. purified PKM2, Kinase-Glo ATP luminescence, activation; response scale: 0% is enzyme alone, no compound. Potency, µM (titrated, usually from 57.5 µM), without a hit: top-dose activation, usual class: activators. 0.34% of 260,000 active. AID 1631, 2009; also: potency is read from the fitted curve at half-maximal effect; % is scaled to controls: 0 for no effect and ±100 for the full control effect; nearly all actives have a fitted effect of over 55% in size
Target sequence (P14618 whole entry, looked up, canonical isoform): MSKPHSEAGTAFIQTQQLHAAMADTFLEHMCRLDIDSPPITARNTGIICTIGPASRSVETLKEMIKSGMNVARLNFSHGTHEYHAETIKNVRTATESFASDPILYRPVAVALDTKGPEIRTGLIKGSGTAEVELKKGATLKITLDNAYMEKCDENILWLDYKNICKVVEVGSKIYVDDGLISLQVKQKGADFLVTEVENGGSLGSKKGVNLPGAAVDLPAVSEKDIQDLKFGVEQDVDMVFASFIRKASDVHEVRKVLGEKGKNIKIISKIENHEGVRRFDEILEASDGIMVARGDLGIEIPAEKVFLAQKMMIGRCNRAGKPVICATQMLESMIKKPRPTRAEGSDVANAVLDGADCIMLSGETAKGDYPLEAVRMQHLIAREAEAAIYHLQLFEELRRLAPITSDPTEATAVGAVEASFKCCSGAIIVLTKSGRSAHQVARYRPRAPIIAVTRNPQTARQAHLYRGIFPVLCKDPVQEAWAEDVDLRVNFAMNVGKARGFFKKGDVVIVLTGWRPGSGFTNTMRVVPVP
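Kinase-Glo luminescence reports ATP generated from ADP (0.1 mM) and PEP (0.5 mM) by purified hPK-M2 after 1 h at room temperature, pH 7.2 imidazole buffer; intermediate enzyme activity allows detecting inhibitors and activators.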
* hit, by the source's call; [ ] = another dose, or the depositor's remark. Unless noted, calls follow the shape of the dose curve; as a rule, active = well fitted curve in the direction sought with a large enough effect; inconclusive = small, poorly fitted or top-dose-only effect, or another doubt; inactive = no such curve, though single readings can be large; an effect the other way counts as inactive or inconclusive. Some of the compounds tested (hit frequency here may not be typical).

Screening CC(=O)N(C)c1ccc(NC(=O)C(Sc2ccccc2)c2ccccc2)cc1 (centres undefined) returned FLuc counter 6.6%, ELG1 genotoxic inconclusive, p53 reactivator -1.5%, Menin-MLL TR inh 32.4%[activator], BRCA1 expr up -27.0%, NPC1 prom act -2.1%, Rab9 prom act -4.2%, Giardia kill -0.5, RORg inh -1.2%, VP16 counter 4.1% and PKM2 act 4.2%.
`COc1ccccc1N(CC(=O)N1CCN(c2ccccc2)CC1)S(=O)(=O)c1ccc(C)cc1` gave FLuc counter -0.1%, ELG1 genotoxic -9.2%, p53 reactivator -10.1%, Menin-MLL TR inh -0.4%, BRCA1 expr up -12.5%, NPC1 prom act -2.6%, Rab9 prom act -0.4%, Giardia kill 6.6, RORg inh 9.2%, VP16 counter 0.1% and PKM2 act -3.6%.
Screening COC(=O)c1cn(Cc2ccccc2C)nn1 returned FLuc counter -0.2%, ELG1 genotoxic 2.4%, p53 reactivator -0.6%, Menin-MLL TR inh -8.1%, BRCA1 expr up 5.3%, NPC1 prom act -1.0%, Rab9 prom act -2.7%, Giardia kill 4.3, RORg inh 25.1%, VP16 counter -4.4% and PKM2 act 4.5%.
`CC(=O)c1c(O)cc(C)n(Nc2nc(C)cc(C)n2)c1=O` gave FLuc counter -10.0%, ELG1 genotoxic inconclusive, p53 reactivator 0.0%, Menin-MLL TR inh -1.8%, BRCA1 expr up -18.9%, NPC1 prom act -1.7%, Rab9 prom act 0.4%, Giardia kill 3.0, RORg inh -43.7%, VP16 counter 0.2% and PKM2 act -15.7%.
For Cc1ccc(-n2cc(C(=O)c3ccccc3O)cn2)cc1 the results were FLuc counter 0.301µM*, ELG1 genotoxic inconclusive, p53 reactivator 3.2%, Menin-MLL TR inh 26.0%, BRCA1 expr up inconclusive, NPC1 prom act 0.562µM*, Rab9 prom act inconclusive, Giardia kill 8.2, RORg inh 11.2µM*, VP16 counter inconclusive and PKM2 act -13.7%.
Screening O=C(N/N=C/c1ccccc1)c1ccc(-c2ccccc2)cc1 returned FLuc counter -16.7%, ELG1 genotoxic 4.6%, p53 reactivator 9.1%, Menin-MLL TR inh inconclusive, BRCA1 expr up 59.4%, NPC1 prom act 14.7%, Rab9 prom act inconclusive, Giardia kill 3.3, RORg inh 11.1%, VP16 counter 3.8% and PKM2 act -0.4%.
For CC1CCN(C(=O)COC(=O)c2cccc(NS(=O)(=O)c3ccccc3)c2)CC1 the results were FLuc counter 16.9µM*, ELG1 genotoxic 1.4%, p53 reactivator 6.6%, BRCA1 expr up 44.4%, NPC1 prom act 1.1%, Rab9 prom act -3.9% and Giardia kill 28.8.
`O=[N+]([O-])c1ccc(/C=N/NC(=S)Nc2ccc(Cl)cc2Cl)s1` gave FLuc counter -4.0%, ELG1 genotoxic 3.2%, p53 reactivator -9.7%, BRCA1 expr up -65.1%, NPC1 prom act -2.0%, Rab9 prom act -6.5%, Giardia kill inconclusive, RORg inh inconclusive, VP16 counter inconclusive and PKM2 act -10.2%.
Screening COc1ccc(S(=O)(=O)N2CCCC(C(=O)Nc3cccc(C(C)=O)c3)C2)cc1 (centres undefined) returned FLuc counter -1.3%[2.3 µM], ELG1 genotoxic -13.1%, p53 reactivator -7.1%, Menin-MLL TR inh 9.2%, BRCA1 expr up -14.6%, NPC1 prom act -1.8%, Rab9 prom act -2.6%, Giardia kill 20.9, RORg inh inconclusive, VP16 counter 4.47µM* and PKM2 act 1.1%.
`COCCn1c(SCC(=O)NCC2CCCO2)nc2c(c1=O)SC(C)C2` (centres undefined) gave FLuc counter 1.1%, ELG1 genotoxic 1.4%, p53 reactivator 0.5%, Menin-MLL TR inh -8.7%, BRCA1 expr up -18.0%, NPC1 prom act -4.8%, Rab9 prom act -4.1%, Giardia kill -19.7, RORg inh 1.5%, VP16 counter 0.5% and PKM2 act -1.2%.
Screening CCN(CC)S(=O)(=O)c1ccc(Cl)c(NC(=O)COc2ccc(OC)cc2)c1 returned FLuc counter -1.2%, ELG1 genotoxic 4.3%, p53 reactivator 1.6%, Menin-MLL TR inh -2.3%, BRCA1 expr up -10.3%, NPC1 prom act -3.5%, Rab9 prom act -2.3%, Giardia kill 12.5, RORg inh -5.0%, VP16 counter 5.2% and PKM2 act -12.0%.
`NC(=O)C1CCN(C(=O)c2cnn(-c3ccccc3)c2NC(=O)c2ccco2)CC1` gave FLuc counter 1.2%, ELG1 genotoxic -0.9%, p53 reactivator 20.9%, Menin-MLL TR inh -0.3%, BRCA1 expr up 0.1%, NPC1 prom act -2.5%, Rab9 prom act -4.9%, Giardia kill 8.4, RORg inh 28.5%, VP16 counter 6.6% and PKM2 act 10.7%.
For Cc1nn(Cc2noc(C(=O)NCCc3ccccn3)n2)c(C)c1Br the results were FLuc counter -1.2%, ELG1 genotoxic -0.8%, p53 reactivator -5.5%, Menin-MLL TR inh -0.8%, BRCA1 expr up -14.0%, NPC1 prom act 0.7%, Rab9 prom act -6.8%, Giardia kill 8.6, RORg inh 29.1%, VP16 counter 18.5% and PKM2 act 1.7%.
Cc1ccc(OCCCC(=O)Nc2ccc(N3CCOCC3)cc2)cc1 was read as FLuc counter -2.1%, ELG1 genotoxic 1.0%, p53 reactivator 0.8%, Menin-MLL TR inh -2.4%, BRCA1 expr up -20.3%, NPC1 prom act -3.5%, Rab9 prom act -0.2%, Giardia kill 10.6, RORg inh -7.0%, VP16 counter 1.2% and PKM2 act -3.0%.
`COc1ccc(-n2c(Cc3cccn3C)nnc2SCC(=O)N2CCCc3ccccc32)cc1` gave FLuc counter 0.6%, ELG1 genotoxic 2.0%, p53 reactivator -9.4%, Menin-MLL TR inh inconclusive, BRCA1 expr up -55.5%, NPC1 prom act 1.9%, Rab9 prom act -0.1%, Giardia kill -1.3, RORg inh 33.0%, VP16 counter -11.7% and PKM2 act 1.5%.
`O=C(O)c1ccccc1SCC(=O)N1CCCCC1` gave FLuc counter 2.0%, ELG1 genotoxic 4.2%, p53 reactivator -1.7%, Menin-MLL TR inh 3.1%, BRCA1 expr up 0.0%, NPC1 prom act -5.5%, Rab9 prom act -5.4%, Giardia kill -20.0, RORg inh 1.8%, VP16 counter -2.7% and PKM2 act -0.3%.
CCCOC(=O)Oc1ccc2c(=O)c(Oc3cc(C)cc(C)c3)coc2c1 was read as FLuc counter -2.4%, ELG1 genotoxic 5.3%, p53 reactivator 13.1%, Menin-MLL TR inh -11.4%, BRCA1 expr up 2.1%, NPC1 prom act -0.7%, Rab9 prom act -8.1%, Giardia kill -19.0, RORg inh 24.6%, VP16 counter 0.1% and PKM2 act 13.4%.
`Cc1cccc(NC(=O)CSc2nnc(Cn3nnc(-c4ccccc4)n3)n2-c2ccccc2)c1` gave FLuc counter -0.4%, ELG1 genotoxic 2.2%, p53 reactivator -3.1%, Menin-MLL TR inh 6.2%, BRCA1 expr up 0.4%, NPC1 prom act -8.7%, Rab9 prom act -4.0%, Giardia kill -10.3, RORg inh -2.2%, VP16 counter -1.5% and PKM2 act 0.9%.
`CC(C)c1nnc(NC(=O)C2CCN(C(=O)c3ccco3)CC2)s1` gave FLuc counter 2.3%, ELG1 genotoxic -1.6%, p53 reactivator 1.4%, Menin-MLL TR inh -14.4%, BRCA1 expr up -9.1%, NPC1 prom act -4.5%, Rab9 prom act 1.7%, Giardia kill -5.1, RORg inh 15.8% and VP16 counter 2.2%.
Screening CCOC(=O)CN(C(=O)CSc1nnc(-c2ccc(OC)c(OC)c2)o1)c1ccccc1 returned FLuc counter 1.3%, ELG1 genotoxic -11.4%, p53 reactivator -6.2%, Menin-MLL TR inh 0.4%, BRCA1 expr up -34.9%, NPC1 prom act -3.9%, Rab9 prom act -4.0%, Giardia kill -12.3, RORg inh -7.4%, VP16 counter 2.7% and PKM2 act 0.7%.
`CC1CCCCN1C(=O)CN1C(=O)NC2(CCCCC2C)C1=O` (centres undefined) gave ELG1 genotoxic 0.3%, p53 reactivator 1.7%, BRCA1 expr up -10.2%, NPC1 prom act 3.2%, Rab9 prom act -3.4% and Giardia kill 22.7.
CC(/C=N/NC(=O)c1cccc(F)c1)=C\c1ccccc1 was read as FLuc counter 2.39µM*, ELG1 genotoxic inconclusive, p53 reactivator 5.2%, Menin-MLL TR inh 13.1%, BRCA1 expr up inconclusive, NPC1 prom act 0.501µM*, Rab9 prom act 0.398µM*, Giardia kill -4.5, RORg inh -30.9%, VP16 counter -17.5% and PKM2 act -7.8%.
